High-throughput results (PubChem BioAssay)
Epigenetic reg – Quantitative High-Throughput Screen for Regulators of Epigenetic Control. Potency, µM (series often up to 53.9 µM), for the others: at the top dose GFP activation, usual class: activators. actives 0.2% (n = 280,000). AID 1865, 2009. murine LDR cells, GFP reporter derepression, 30 h; also: potency is read from the fitted curve at half-maximal effect; % of control where 0% means no effect; nearly all actives have a fitted effect of over 60% in size
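Reporter derepression read as number of fluorescent GFP-positive objects, 20-120 um in size, counted by laser-scanning cytometer. Mouse LDR line with an epigenetically silenced CMV-GFP locus; compound incubation 30 h, 37 C.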
Tau FP inhib – qHTS for Inhibitors of Tau Fibril Formation, Fluorescence Polarization | K18 P301L tau heparin fibrillization, Alexa594 FP, 6 h | Potency, µM (series often up to 57.7 µM), inactives show at the highest dose activity, negative = inhibition, hits mostly inhibitors | Microtubule-associated protein tau (Homo sapiens), P10636 | actives 0.39% (n = 280,000); also: potency is read from the fitted curve at half-maximal effect; % is scaled to controls: 0 for no effect and ±100 for the full control effect; nearly all actives have a fitted effect of over 55% in size
Target sequence (P10636 561-689 P618L limits assumed): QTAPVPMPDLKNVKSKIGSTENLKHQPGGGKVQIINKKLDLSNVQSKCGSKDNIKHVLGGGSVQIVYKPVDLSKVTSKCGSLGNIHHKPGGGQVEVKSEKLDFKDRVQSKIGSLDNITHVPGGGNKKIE
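Read-out: fluorescence polarization of Alexa 594-labeled tau (0.24 uM), 555 nm excitation, 632 nm emission. Mixtures held 15 uM unlabeled K18 P301L, compound and 20 uM heparin, pH 7 acetate buffer, incubated 6 hr at 37 C.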
aGal spleen mod – qHTS Assay for Inhibitors and Activators of Human alpha-Galactosidase From Spleen Homogenate | human spleen homogenate, 4MU-alpha-Gal fluorescence, 40 min | actives 0.008% (n = 240,000) | Alpha-galactosidase A (Homo sapiens), P06280 | AID 2107, 2009 | Potency, µM (series often up to 80 µM), for inactives: at the highest dose activity change, negative = inhibition, actives largely listed as inhibitors;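 also: potency is read from the fitted curve at half-maximal effect; 0% = enzyme with vehicle and -100% = no enzyme basal signal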
Target sequence (P06280 32-429 limits assumed): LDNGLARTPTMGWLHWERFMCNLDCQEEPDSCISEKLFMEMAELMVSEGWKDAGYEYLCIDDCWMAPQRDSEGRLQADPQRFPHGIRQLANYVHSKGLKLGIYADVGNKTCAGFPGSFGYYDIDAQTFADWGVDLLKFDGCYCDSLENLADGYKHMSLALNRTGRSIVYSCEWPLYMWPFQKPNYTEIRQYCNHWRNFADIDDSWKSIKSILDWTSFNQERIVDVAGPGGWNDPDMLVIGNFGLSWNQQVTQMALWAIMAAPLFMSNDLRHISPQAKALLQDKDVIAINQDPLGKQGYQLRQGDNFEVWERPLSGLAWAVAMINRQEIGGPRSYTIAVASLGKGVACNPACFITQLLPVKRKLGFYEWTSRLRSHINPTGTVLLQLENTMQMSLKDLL
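Human spleen homogenate (1 ug) was the enzyme source, with 4-methylumbelliferyl-alpha-D-galactopyranoside (1 mM final) in pH 5.0 citrate buffer with 0.01% Tween-20. Compounds were titrated; after 40 min at 37C, NaOH/glycine stop, 4-MU fluorescence read; AC50 from Hill fits.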
TRb SRC2 PPI – qHTS for Inhibitors of the Interaction of Thyroid Hormone Receptor and Steroid Receptor Coregulator 2; TRbeta-SRC2 peptide binding, fluorescence polarization; receptor liganded with 1 µM T3; Potency, µM (series often up to 106 µM), inactives show at the highest dose activity change, negative = inhibition, most hits filed as inhibitors; actives 0.065% (n = 280,000); Thyroid hormone receptor beta (Homo sapiens), P10828;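 also: potency is read from the fitted curve at half-maximal effect; plate controls were bound peptide for no effect and peptide without receptor for full effect; nearly all actives have a fitted effect of over 50% in size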
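Each compound concentration gave % activity, normalized to unbound and bound Texas Red SRC2 controls, from polarization read after 5 hr ambient incubation with T3-loaded human TRb LBD.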
CBFb RUNX1 block – qHTS Assay for Compounds Blocking the Interaction Between CBF-beta and RUNX1 for the Treatment of Acute Myeloid Leukemia. Runt-related transcription factor 1 (Homo sapiens) + Core-binding factor subunit beta …. AlphaScreen CBFb-His/RUNX1-biotin binding, biochemical. Potency, µM (titrated, usually from 59.8 µM), without a hit: top-dose activity, negative = inhibition, usual class: inhibitors. 230,000 tested, under 10 active. AID 1477, 2009; also: % of control where 0% means no effect
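Interaction loss through any mechanism counts as activity. Pre-formed complex of His-CBF-beta and biotin-RUNX1 (30 nM apiece) is incubated with compound 15 min, then with 50 ng nickel and 50 ng streptavidin beads for 90 min before AlphaScreen detection.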
TR SRC2 fluor cs – Total Fluorescence Counterscreen for Inhibitors of the Interaction of Thyroid Hormone Receptor and Steroid Receptor Coregulator 2. actives 0.29% (n = 280,000). Potency, µM (titrated, usually from 106 µM), for inactives: top-dose fluorescence change, negative = quenching. TRb/SRC2 Texas Red total fluorescence interference; active = well fitted curve in either direction with a large enough effect; inconclusive = small, poorly fitted or top-dose-only effect; also: potency is read from the fitted curve at half-maximal effect; % is scaled to controls: 0 for no effect and ±100 for the full control effect
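Human TRβ ligand-binding domain (0.6 uM) and Texas Red SRC2 peptide (20 nM) in Tris buffer with 1 uM T3 and 5% DMSO were incubated with pinned compound for 5 hr at ambient temperature. Total fluorescence was computed as S + 2P (555/632 nm).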
Tau fluor counter – Counterscreen qHTS for Inhibitors of Tau Fibril Formation, Fluorescence Polarization. tau K18 P301L Alexa594 fluorescence, heparin fibrillization. Potency, µM (doses to about 57.7 µM), for the others: at the highest dose activity change, negative = decrease. actives 0.93% (n = 280,000). AID 1463, 2008; also: potency is read from the fitted curve at half-maximal effect; % is scaled to controls: 0 for no effect and ±100 for the full control effect; nearly all actives have a fitted effect of over 55% in size
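Human tau K18 P301L (15 uM unlabeled, 0.24 uM Alexa 594-labeled) in 100 mM sodium acetate pH 7 with 20 uM heparin, 6 hr at 37 C. ThT 30 uM added, 1 hr ambient; Alexa 594 FP and total fluorescence read at 555/632 nm.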
NPSR antag – qHTS Assay for Antagonists of the Neuropeptide S Receptor: cAMP Signal Transduction; Q6W5P4; CHO-NPSR cells, cAMP TR-FRET, antagonist mode; Potency, µM (top dose mostly 38.3 µM), for the others: at the highest dose activity change, negative = inhibition, hits mostly inhibitors; actives 1% (n = 220,000); AID 1461, 2008; also: potency is read from the fitted curve at half-maximal effect; % is scaled to controls: 0 for no effect and ±100 for the full control effect; nearly all actives have a fitted effect of over 50% in size; many of its hits are not listed in these tables
Target sequence (Q6W5P4 whole entry, looked up): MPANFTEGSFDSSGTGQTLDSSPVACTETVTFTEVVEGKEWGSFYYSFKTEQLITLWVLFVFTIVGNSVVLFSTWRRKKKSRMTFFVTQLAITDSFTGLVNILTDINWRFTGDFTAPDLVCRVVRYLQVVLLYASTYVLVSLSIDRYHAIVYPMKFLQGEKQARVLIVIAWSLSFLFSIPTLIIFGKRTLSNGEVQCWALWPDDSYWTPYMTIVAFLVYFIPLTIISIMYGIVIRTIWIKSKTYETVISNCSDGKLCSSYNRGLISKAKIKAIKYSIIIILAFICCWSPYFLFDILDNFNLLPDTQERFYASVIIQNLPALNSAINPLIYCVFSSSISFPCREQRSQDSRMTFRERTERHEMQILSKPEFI
* hit, by the source's call; ? = inconclusive; / = no result given; [ ] = remark or other dose. Unless noted, calls follow the shape of the dose curve; as a rule, active = well fitted curve in the direction sought with a large enough effect; inconclusive = small, poorly fitted or top-dose-only effect, or another doubt; inactive = no such curve, though single readings can be large; an effect the other way counts as inactive or inconclusive.

SMILES | Epigenetic reg | Tau FP inhib | aGal spleen mod | TRb SRC2 PPI | CBFb RUNX1 block | TR SRC2 fluor cs | Tau fluor counter | NPSR antag
COc1ccc(-c2cc(C(=O)Nc3cc(S(=O)(=O)N4CCOCC4)ccc3N3CCOCC3)c3ccccc3n2)cc1 | -0.3% | -7% | -6% | -4% | -5% | 3% | -14% | -1%
CC1(C)CC(=O)c2cc(OCC(=O)NCCN3CCCc4ccccc43)ccc2O1 | -1.1% | 3% | 6% | 1% | 2% | -2% | -5% | -20%[46.1 µM]
Oc1ccc(N=Nc2ccc3c(c2)OCO3)c2ccccc12 | 6.9% | ? | 1% | 3% | 5% | 1% | -20% | 4%
Cn1c(/N=C/c2cc(Cl)ccc2O)nc2ccccc21 | 2.0% | -8% | -5% | -1% | 5% | 1% | 4% | -16%[46.1 µM]
COc1ccc(NC(=O)Cn2c3ccccc3c3nc4n(c(=O)c32)CCS4)cc1 | -0.1% | -9% | -2% | -4% | 5% | -1% | 1% | -19%
O=C(CSc1ccc(-c2ccco2)nn1)N1CCCCCC1 | 1.1% | 9% | 5% | -5% | -7% | 0% | -3% | 3%
CCCn1c(=N)c(C(=O)NCc2ccc3c(c2)OCO3)cc2c(=O)n3cccc(C)c3nc21 | 7.1% | 2% | 10% | -1% | 4% | 1% | -19% | -24%[46.1 µM]
CN1CCN(c2ncnc3c2cnn3-c2cccc(Cl)c2)CC1 | 4.7% | -5% | / | 6% | / | 0% | -2% | /
COc1ccc(OCC(=O)OC(C)CN2CCOCC2)cc1 (stereo unspecified) | 1.2% | 8% | 1% | -2% | 6% | -2% | 4% | 1%[46.1 µM]
COc1ccc(CN2C(=O)c3cccc4cccc(c34)C2=O)cc1 | -1.7% | -2% | 12% | 11% | 12% | -1% | -2% | -56%
Nc1cc2c(cc1C(=O)c1cccc(Br)c1)OCCO2 | -5.4% | 6% | -1% | -1% | ? | -6% | ? | 25%
NC(=O)c1ccc(NC(=O)COC(=O)/C=C/c2cn(-c3ccccc3)nc2-c2cccnc2)cc1 | 3.5% | -6% | 2% | 11% | -13% | 1% | -27% | -19%
Cc1cc([N+](=O)[O-])nn1CCCC(=O)NC(C)c1ccccc1 (stereo unspecified) | 3.3% | 3% | -3% | 5% | -7% | -2% | 5% | 19%
Cc1noc(C)c1C(=O)NCCC1=CCCCC1 | -1.0% | 6% | -5% | 4% | 0% | 0% | 4% | 10%[46.1 µM]
Cc1[nH]n(-c2ccccc2)c(=O)c1C(c1cccc([N+](=O)[O-])c1)c1c(C)[nH]n(-c2ccccc2)c1=O | -1.8% | ? | -19% | -3% | -1% | -2% | ? | -12%
CN1CCN(c2oc(Cc3cccc4ccccc34)nc2C#N)CC1 | -4.0% | -4% | -27% | 0% | -18% | -2% | -18% | -38%
COC(=O)c1cc(S(=O)(=O)NCC2CCN(Cc3ccccc3F)CC2)c[nH]1 | -1.4% | -13% | / | -10% | / | 0% | -2% | /
Cn1cc(/C=C2\SC(=S)N(NC(=O)c3cccc(Cl)c3)C2=O)c2ccccc21 | 2.1% | -6% | -4% | -4% | 6% | 4% | -17% | -27%
COc1ccccc1C(=O)Nc1ccc(C(=O)N2CCCC2)cc1 | -1.5% | -6% | 4% | 7% | 1% | -1% | -8% | -11%[46.1 µM]
CC1CCCCN1CC(=O)Nc1cc(S(=O)(=O)N2CCOCC2)ccc1N1CCCC1 (stereo unspecified) | -1.5% | 3% | -5% | 5% | -19% | 0% | 3% | -6%
CCn1c(CN2CCN(C)CC2)nc2cc(NC(=O)c3ccc([N+](=O)[O-])cc3)ccc21 | 4.8% | -8% | / | -7% | / | -1% | -19% | /
CCCOc1ccc(NC(=O)CC2C(=O)N(c3ccc(OC)cc3)C(=O)N2CCc2ccncc2)cc1 (stereo unspecified) | -1.6% | 0% | / | -2% | / | 0% | -24% | /
COC(=O)[C@H](CC(C)C)NC(=O)Nc1ccc(S(N)(=O)=O)cc1 | 1.1% | -4% | 0% | 7% | 5% | 0% | -18% | -7%[7.67 µM]
CCCCC(=O)Nc1cccc(-c2nnc(-c3ccccc3)o2)c1 | -0.9% | -7% | 5% | -3% | 22% | 1% | -29% | ?
O=C(/C=C/Nc1ccccc1)c1ccccc1 | 0.8% | 4% | 1% | 8% | -2% | 1% | -5% | ?
CC(=O)Nc1cccc(C(=O)Nc2cccnc2)c1 | 2.3% | 5% | 2% | -5% | 3% | -5% | -5% | 20%
Cc1ccc(SC(=O)c2c([N+](=O)[O-])c(C)nn2C)cc1 | 22µM* | 13% | -10% | -6% | 11% | -2% | -24% | -48%
Cc1ccc(S(=O)(=O)Nc2nncs2)cc1 | 1.0% | -5% | -6% | -8% | -2% | -1% | -8% | -6%[46.1 µM]
COc1ccc(NC(=O)c2ccccc2NC(=O)C2CCCO2)cc1 (stereo unspecified) | 2.2% | 5% | 5% | 1% | 5% | -2% | -7% | 3%[46.1 µM]
COc1ccccc1NC(=O)C1=C(C)Nc2ncnn2C1c1ccccc1C (stereo unspecified) | -2.8% | 5% | 12% | -2% | -4% | 0% | 2% | -14%[46.1 µM]
COCCn1c(-c2ccccc2)cnc1SCC(=O)Nc1cccc2ccccc12 | -1.1% | 3% | 1% | 5% | 19% | -23% | 2% | -17%
Cc1ccc(C(=O)C(OC(=O)c2cnccn2)c2ccccc2)cc1 (stereo unspecified) | -0.5% | -3% | 6% | -1% | 2% | -1% | -11% | -2%
CCCn1c(SCC(=O)N2CCCC(C)C2)nnc1-c1ccccn1 (stereo unspecified) | -5.4% | -5% | -14% | 4% | -8% | 0% | 2% | 10%
CCOC(=O)c1c(N2C(=O)Nc3cc(Cl)c(Cl)cc3N2O)sc2c1CCCCC2 | -1.1% | -11% | 1% | -14% | -13% | -1% | -5% | -7%[46.1 µM]
CC1Cc2nc(SCC(=O)N3CCCc4ccccc43)n(C)c(=O)c2S1 (stereo unspecified) | -1.0% | -9% | 2% | -4% | -5% | -3% | -6% | -3%[46.1 µM]
CCn1nc(C)c(NC(=O)CCCSc2nc(-c3ccco3)cc(C(F)(F)F)n2)c1C | 1.5% | -5% | -19% | 2% | 17% | -2% | -15% | ?
CCOc1ccccc1NC(=O)COC(=O)c1cc[n+]([O-])cc1 | -3.1% | -2% | -19% | 5% | 17% | -1% | 4% | 5%
COc1cc(NS(=O)(=O)c2ccc(NC(=O)/C(=C/c3ccccc3Cl)NC(=O)c3ccccc3)cc2)nc(OC)n1 | -0.1% | 1% | -6% | ? | -11% | -5% | -3% | -1%
CC(=O)Nc1nc2ccccc2n1Cc1ccc(C)cc1 | -0.2% | 4% | 8% | -2% | 1% | 1% | -3% | 2%
Cc1ccc(N(C(=O)C(F)(F)F)C(C(=O)NC2CCCCC2)c2cccs2)cc1 (stereo unspecified) | 5.1% | -2% | -4% | -2% | -1% | -2% | -1% | -29%[46.1 µM]

Compound profiles (already shown). Order of values: Epigenetic reg	Tau FP inhib	aGal spleen mod	TRb SRC2 PPI	CBFb RUNX1 block	TR SRC2 fluor cs	Tau fluor counter	NPSR antag
Results for COc1cc(NS(=O)(=O)c2ccc(NC(=O)/C(=C/c3ccccc3Cl)NC(=O)c3ccccc3)cc2)nc(OC)n1 → -0.1%	1%	-6%	?	-11%	-5%	-3%	-1%
Results for CC(=O)Nc1nc2ccccc2n1Cc1ccc(C)cc1 → -0.2%	4%	8%	-2%	1%	1%	-3%	2%
Results for CCOC(=O)c1c(N2C(=O)Nc3cc(Cl)c(Cl)cc3N2O)sc2c1CCCCC2 → -1.1%	-11%	1%	-14%	-13%	-1%	-5%	-7%[46.1 µM]
Results for COCCn1c(-c2ccccc2)cnc1SCC(=O)Nc1cccc2ccccc12 → -1.1%	3%	1%	5%	19%	-23%	2%	-17%
Results for CCCn1c(SCC(=O)N2CCCC(C)C2)nnc1-c1ccccn1 (stereo unspecified) → -5.4%	-5%	-14%	4%	-8%	0%	2%	10%

Next records.
SMILES | Epigenetic reg | Tau FP inhib | aGal spleen mod | TRb SRC2 PPI | CBFb RUNX1 block | TR SRC2 fluor cs | Tau fluor counter | NPSR antag
O=C(CSc1nnc(-c2ccco2)o1)c1ccc[nH]1 | -2.3% | 6% | -1% | 16% | -8% | 0% | -14% | 4%
CCOc1cc(N2CCOCC2)c(OCC)cc1NC(=O)COC(=O)[C@@H]1CCCN1S(=O)(=O)c1ccccc1F | 1.5% | 12% | -1% | -8% | -15% | -1% | -4% | -28%
CNc1ccccc1C(=O)OCC(=O)c1ccc(F)cc1 | 3.6% | 2% | 13% | 3% | ? | -2% | -17% | 1%
c1cc(CNc2ccc3c(c2)OCO3)ccn1 | 0.0% | 10% | 4% | -15% | -14% | 3% | -14% | ?
Cc1cc(N2CCN(c3ccc(F)cc3)CC2)n2nc(-c3ccc(Cl)cc3)nc2n1 | -1.8% | 3% | / | -4% | / | 1% | -5% | /
COc1cccc(C(=O)NNC(=O)CCC(=O)O)c1 | -4.2% | 4% | -1% | -3% | 6% | -2% | -26% | 10%
CCc1ccc(OCc2n[nH]c(=S)n2C(C)CCCC(C)C)cc1 (stereo unspecified) | -3.2% | 3% | -5% | 2% | 7% | -1% | -28% | -44%
Cc1cc(=O)n2c(c1C#N)SC1CCCCC12O (stereo unspecified) | -0.2% | -1% | 4% | -3% | 10% | -2% | 2% | -14%[46.1 µM]
COc1cccc(NC(=O)Cn2c3ccccc3c3nc4n(c(=O)c32)CCS4)c1 | 15% | 1% | -3% | -10% | 22% | -7% | ? | -2%
Cc1cccc(OCC(=O)Nc2nnc(S(=O)(=O)N3CCc4ccccc43)s2)c1 | ? | 0% | / | -2% | / | 7% | -11% | /

An excerpt; count on the stated rates, not on these rows.
